# Screening data deposited in PubChem by several laboratories.
# KCNK9 inh = blocks the human KCNK9 two-pore domain potassium channel; Q9NPC2; HEK293 KCNK9, FluxOR thallium flux fluorescence; hits give low values; B-score at 10 µM; 310,000 compounds, 1.2% hits;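 active means ratio B-score over 3 SD below the library mean, with starting fluorescence within 5 SD of its mean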;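 further: negative B-score means less thallium flux so channel inhibition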
# Target sequence (Q9NPC2 whole entry, looked up, the tested form may be a part): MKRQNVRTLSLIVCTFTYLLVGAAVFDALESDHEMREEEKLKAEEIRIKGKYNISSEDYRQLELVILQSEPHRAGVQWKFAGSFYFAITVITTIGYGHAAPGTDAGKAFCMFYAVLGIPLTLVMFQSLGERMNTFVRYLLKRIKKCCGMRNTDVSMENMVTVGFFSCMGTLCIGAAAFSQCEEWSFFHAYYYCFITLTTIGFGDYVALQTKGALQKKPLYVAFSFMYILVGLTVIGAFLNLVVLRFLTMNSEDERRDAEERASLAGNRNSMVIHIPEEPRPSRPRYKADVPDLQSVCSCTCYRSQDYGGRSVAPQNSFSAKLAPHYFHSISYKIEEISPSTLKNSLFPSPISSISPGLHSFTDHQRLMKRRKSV
# hERG rescue = compounds protecting human hERG from proarrhythmic drug block; activation (rescue from dofetilide block), less the hit threshold, % at 10 µM; 310,000 compounds, 0.51% hits; AID 1511; CHO-hERG, FluxOR thallium flux, dofetilide IC70 present; Q12809;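 active means activation above the mean of controls blocked by dofetilide plus 5 SD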;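 further: thallium influx through hERG after potassium depolarization seen as dye fluorescence rise; in these data hits start at about 4.7%; inactives centre near -7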
# TMEM16A inh = mouse TMEM16A channel inhibition, primary screen; normalized B-score (activity score, 25-100; higher = stronger inhibition) at 10 µM; 310,000 compounds, 1.2% hits; HEK293 TMEM16A/YFP iodide influx fluorescence, ionomycin; Q8BHY3;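 active means ratio plate-corrected score three or more library SD toward inhibition, starting fluorescence score within five deviations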;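 further: score derived from kinetic fluorescence span divided by baseline fluorescence per well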
# KCNK3 block = human KCNK3 channel inhibition, primary screen | AID 602410 | CHO-KCNK3 thallium flux, FluxOR fluorescence; hits give low values | B-score at 10 µM | 340,000 compounds, 0.84% hits;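 active means B-score under library mean minus 4 SD, starting fluorescence ratio at most library mean plus 5 SD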;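 further: more negative B-score means stronger inhibition of thallium flux through KCNK3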
# KCNQ1 inh = human KCNQ1 channel inhibition; P51787; 310,000 compounds, 1.3% hits; AID 2642; CHO-K1 KCNQ1, FluxOR thallium flux fluorescence; hits give high values; B-score at 10 µM;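 active means compounds whose thallium flux B-score, printed positive for inhibition, exceeds three library SD while starting fluorescence stays within three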;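 further: channel opened by potassium depolarization with thallium stimulus after 20 min compound exposure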
# Target sequence (P51787 whole entry, looked up): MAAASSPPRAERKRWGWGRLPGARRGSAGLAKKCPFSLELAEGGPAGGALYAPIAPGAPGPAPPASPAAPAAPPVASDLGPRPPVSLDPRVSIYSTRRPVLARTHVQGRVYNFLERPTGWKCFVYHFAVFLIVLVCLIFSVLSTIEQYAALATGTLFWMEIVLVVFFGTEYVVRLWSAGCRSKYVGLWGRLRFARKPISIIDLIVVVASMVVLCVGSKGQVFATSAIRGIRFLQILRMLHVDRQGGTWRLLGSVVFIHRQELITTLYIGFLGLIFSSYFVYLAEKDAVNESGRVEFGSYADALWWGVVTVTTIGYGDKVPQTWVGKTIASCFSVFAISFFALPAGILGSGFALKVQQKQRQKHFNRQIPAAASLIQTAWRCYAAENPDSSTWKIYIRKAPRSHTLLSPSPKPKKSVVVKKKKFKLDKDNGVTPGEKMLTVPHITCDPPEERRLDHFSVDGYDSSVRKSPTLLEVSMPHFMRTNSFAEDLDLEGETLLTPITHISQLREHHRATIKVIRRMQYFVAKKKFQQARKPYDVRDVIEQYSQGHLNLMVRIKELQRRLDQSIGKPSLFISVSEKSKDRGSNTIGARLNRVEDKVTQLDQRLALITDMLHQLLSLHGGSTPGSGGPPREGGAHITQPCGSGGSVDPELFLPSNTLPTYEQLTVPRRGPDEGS
# TRPC4 agonist = opens the mouse TRPC4 cation channel; 310,000 compounds, 0.49% hits; B-score at 10 µM; Q9QUQ5; HEK293 TRPC4beta/mu-opioid, Fluo4 calcium fluorescence; hits give high values;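 active means B-score above 5 SD of library B-scores, and initial fluorescence ratio not above library mean plus 5 SD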;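 further: positive B-score marks a calcium rise read as TRPC4 activation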
#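 Assay system – TRPC4beta and mu-opioid receptor HEK293 stable cells · Measured by – Fluo4 fluorescence, kinetic · Schedule – dye loading 45 min room temperature, 110 s kinetic read · Read-out – B-scored integrated calcium fluorescence ratio · Controls – buffer and maximal DAMGO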
# KCNQ1 pot = potentiators or activators of human KCNQ1 potassium channel; B-score at 10 µM; 310,000 compounds, 0.35% hits; P51787; CHO-K1 KCNQ1, thallium flux FluxOR fluorescence; hits give high values;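 active means fluorescence ratio B-score, a plate-corrected score, at least three library SD, with initial intensity B-score within 5 SD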
#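 System: Stable KCNQ1 CHO-K1 line | Incubation: 90 min dye loading and 20 min compound exposure, both at room temperature | Measure: Ratio B score | Medium: Assay buffer for compound exposure, DMSO matched across wells | Compound dosing: Single-concentration screen | Probe or stimulus: K+/Tl+ depolarizing stimulus | Measured by: Kinetic FluxOR fluorescence, 10 s baseline plus 110 s post-stimulus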
# DYRK1A inh = blocks rat Dyrk1A kinase activity | ADP-Glo luminescence, NFATc1 peptide | Q63470 | inhibition, % at 12.5 µM | AID 504441 | 310,000 compounds, 0.43% hits; in the data active means inhibition above about 50%;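 further: plate controls were vehicle with enzyme for no effect and no enzyme for full effect; many of its hits are not listed in these tables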
# HDAC3 inhib = inhibitors of human histone deacetylase 3. AID 2718. recombinant HDAC3, fluorogenic peptide/trypsin coupled, fluorescence. O15379. inhibition, % at 8.3 µM. 320,000 compounds, 0.15% hits; in the data active means inhibition above about 26%, passing the limit was not always enough
# ANO1 activ = activators or potentiators of mouse TMEM16A chloride channel; 340,000 compounds, 0.3% hits; HEK293 TMEM16A/YFP-H148Q/I152L, iodide quench fluorescence; hits give low values; B-score at 10 µM;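 active means fluorescence-ratio B-score plate-corrected deviation score at least 3 library SD below zero, with starting fluorescence score within 5 deviations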;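 further: channel opened by trigger with iodide after compound preincubation; score built on the fluorescence ratio of max minus min over baseline; more negative score means more quench and so TMEM16A activation or potentiation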
# TRPC4 PAM = allosteric potentiators of mouse TRPC4 channel | HEK293 TRPC4beta/mu-opioid, DAMGO EC20, Fluo-4 Ca2+ flux; hits give high values | B-score at 10 µM | 310,000 compounds, 0.42% hits | AID 2227;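 active means B-score of calcium response area above 5 SD of library B-scores, with initial fluorescence ratio within 5 SD of library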;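 further: B-score of integrated fluorescence ratio over time as area under calcium response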
# * marks the source's active call; other numbers are inactive results; i = inactive; / = not tested or not shown. An excerpt; count on the stated rates, not on these rows.
SMILES,KCNK9 inh,hERG rescue,TMEM16A inh,KCNK3 block,KCNQ1 inh,TRPC4 agonist,KCNQ1 pot,DYRK1A inh,HDAC3 inhib,ANO1 activ,TRPC4 PAM
Cc1ccc(C(=O)N2CCN(S(=O)(=O)c3ccccc3)CC2)cc1,i,1,i,i,i,i,i,-2,-3,i,i
Cc1ccc(NC(=O)N2CCC(NC(=O)c3ccccc3C)CC2)cc1,i,-3,i,i,i,i,i,1,2,i,i
Cc1cccc(N2CCN(C(=O)c3cc(S(=O)(=O)N(C)C)ccc3N3CCCC3)CC2)c1C,i,-11,i,i,i,i,i,7,6,i,i
Cc1cccc(NC(=O)c2ccc(COc3ccc(Cl)cc3Cl)o2)n1,i,-4,i,i,i,i,i,6,5,i,i
CCn1ncc(Br)c1C(=O)Nc1ccccc1OC,i,-16,i,i,i,i,i,-6,-9,i,i
CC(O)Cn1c(N2CCCC2)nc2c1c(=O)[nH]c(=O)n2C (stereo not drawn),i,-6,i,i,i,i,i,2,10,i,i
Cc1nnc(N2CCN(Cc3ccccc3)CC2)[nH]c1=O,i,-2,i,i,i,i,i,5,-4,i,i
CC(OC(=O)CCOc1ccccc1)C(=O)NC1CC1 (stereo not drawn),i,-9,i,i,i,i,i,-4,1,i,i
CC1(C)Cc2nc3sc4c(NCCO)ncnc4c3cc2CS1,i,-11,i,i,i,i,i,18,-6,i,i
COc1ccc(C2=NOC(C(=O)Nc3ccc4c(c3)OCCO4)C2)c(OC)c1 (stereo not drawn),i,-7,i,i,i,i,i,-5,0,i,i
O=C1/C(=C\c2ccco2)SC(=S)N1c1ccccc1,i,-7,i,i,i,i,i,1,5,i,i
CN(C)S(=O)(=O)Nc1cc(Cl)cc(Cl)c1,i,-10,i,i,i,i,i,-2,3,i,i
CCN(CC)S(=O)(=O)c1ccc(N2CCCC2)c(NC(=O)c2ccc(OC)cc2OC)c1,i,-8,i,i,i,i,i,-1,4,i,i
O=C(NC1CCN(C(=O)NC2CCCCC2)CC1)c1cccc(F)c1,i,-6,i,i,i,i,i,-7,-2,i,i
CC(C)c1nc2ccccn2c1NC1CCCCC1,i,-11,i,i,i,i,i,3,2,i,i
O=C(CN1C(=O)c2ccccc2C1=O)NCCc1c[nH]c2ccc(Cl)cc12,i,-5,i,i,i,i,i,2,10,i,i
CC1(C)Cc2c(sc(NC(=O)COc3ccc(Cl)cc3Cl)c2C(N)=O)C(C)(C)N1,i,-2,i,i,i,i,i,1,/,i,i
O=C(Oc1cccnc1)c1cc2ccccc2oc1=O,i,-6,i,i,i,i,i,/,6,i,i
Nc1cc2nsnc2cc1Br,i,-2,i,i,i,i,i,32,-2,i,i
Cn1c(SCC2CCCCC2)nnc1-c1ccncc1,i,-10,i,i,i,i,i,1,1,i,i
CCNc1c(NC(=O)COc2ccc(Cl)cc2)c(=O)oc2ccccc12,i,-10,i,i,i,i,i,9,2,i,i
CCOc1ccc(-n2c(SCc3ccc([N+](=O)[O-])cc3)nnc2-c2ccc(OC)cc2)cc1,i,-4,i,i,i,i,i,3,5,i,i
O=C(C1=NN[C@@H]2C(=O)N(Cc3ccccc3)C(=O)[C@H]12)c1ccc([N+](=O)[O-])cc1,i,-10,i,i,i,i,i,/,6,i,i
O=C(CSc1nc(O)cc(=O)n1-c1ccccc1)NCc1ccccc1,i,-5,i,i,i,i,i,-6,0,i,i
Cc1ccc(N2C(=O)c3ccccc3C2=O)nc1,i,-2,i,i,i,i,i,5,-2,i,i
Cn1c(=O)c2c(ncn2CC(=O)Nc2nc(-c3ccccc3Cl)cs2)n(C)c1=O,i,-9,i,i,i,i,i,-1,4,-10*,i
CC(C)c1ccccc1OCC(O)CN1CCN(S(=O)(=O)c2ccc([N+](=O)[O-])cc2)CC1 (stereo not drawn),i,-5,i,i,i,i,i,-2,-1,i,i
CS(=O)(=O)N1CCN(c2ccccc2NC(=O)Cc2ccc(Cl)cc2)CC1,i,-8,i,i,i,i,i,9,-4,-25*,i
CSc1nc(O)c(Nc2cccc(Cl)c2)c(=O)[nH]1,i,-3,i,i,i,i,i,3,-2,i,i
COc1ccc(CSc2nnnn2Cc2ccccc2)cc1OC,i,-14,i,i,i,i,i,-1,3,i,i
COc1cccc(C(=O)C2=NN(C(C)=O)CC2c2ccco2)c1 (stereo not drawn),i,-10,i,i,i,i,i,18,10,i,i
Cc1ccc(S(=O)(=O)Nc2csc(C)c2C(=O)O)cc1,i,0,i,i,i,i,i,-3,-6,i,i
CCOC(=O)CNC(=O)C12CC3CC(CC(C3)C1)C2,i,-9,i,i,i,i,i,1,-1,i,i
O=C(CCCc1c[nH]c2ccccc12)N1CCCCCC1,i,-5,i,i,i,i,i,-2,9,i,i
CCOC(=O)c1cnc(-n2nc(C)cc2C)nc1NNc1cc(-c2ccccc2)nc(C)n1,i,-11,i,/,6*,i,i,/,-6,/,i
CC(C)CCN(C(=O)Nc1ccccc1)C(C)c1cccs1 (stereo not drawn),i,-8,i,i,i,i,i,-2,7,i,i
O=C1C2C3CC(C2C(=O)N1c1cccc(Cl)c1)[C@H](O)C3O (stereo partly drawn),i,-13,i,i,i,i,i,21,10,i,i
NC(=O)CN(c1ccc(Oc2ccccc2)cc1)S(=O)(=O)c1ccccc1,i,-7,i,i,i,i,i,-1,-15,i,i
COc1ccc(C(=O)NCCCCCC(=O)N/N=C/c2ccco2)cc1OC,i,-2,i,i,i,i,i,2,6,i,i
COc1ccc(C2CC(c3ccc(Cl)c(Cl)c3)Nc3nc(N)nn32)cc1 (stereo not drawn),i,-4,i,i,i,i,i,14,-1,i,i
COc1ccc(N/C=C(\C#N)c2ccc(OCCCF)cc2)cc1,i,-1,i,i,i,i,i,-4,14,i,i
Cc1ccc(S(=O)(=O)n2cnc3ccccc32)c(C)c1,i,-11,i,i,i,i,i,3,2,i,i
CCOc1ccc2nc(NC(=O)/C=C/c3ccc4c(c3)OCO4)sc2c1,i,-12,i,i,i,i,i,-7,1,i,i
CCS(=O)(=O)N1CCN(C(=O)c2ccccc2[N+](=O)[O-])CC1,i,-4,i,i,i,i,i,-4,2,i,i
O=[N+]([O-])c1cccc2c(N3CCOCC3)ccnc12,i,-8,i,i,i,i,i,6,-3,i,i
CSc1ncccc1C(=O)N1CCN(C(=O)c2ccccc2)CC1,i,-6,i,i,i,i,i,4,-2,/,i
CCOC(=O)N(Cc1ccccc1)Cc1ccc(C(=O)N[C@@H](Cc2ccccc2)C(=O)O)cc1,i,-5,i,i,i,i,i,-16,9,i,i
CCc1nc(SCC(=O)Nc2cccc(C(F)(F)F)c2)c2c(=O)n(C)c(=O)n(C)c2n1,i,-9,i,i,i,i,i,6,3,i,i
Cc1csc(NC(=O)C2CCN(S(=O)(=O)c3cccs3)CC2)n1,i,-14,i,i,i,i,i,/,5,i,i
CC(OC(=O)CC1CCCC1)C(=O)Nc1ccc(Cl)cn1 (stereo not drawn),i,-5,i,i,i,i,i,3,18,i,i
Cc1ccc(N2C(=O)NC(NC(=O)C3CC3)(C(F)(F)F)C2=O)cc1 (stereo not drawn),i,-13,i,i,i,i,i,-2,1,i,i
COc1ccc(C(=O)Nc2cc(C)on2)cc1S(=O)(=O)N1CC(c2ccccc2)CC1=O (stereo not drawn),i,-6,i,i,i,i,i,-2,5,i,i
CS(=O)(=O)c1ccc(Cl)c(NC(=O)COC(=O)CNC(=O)c2cccs2)c1,i,-2,i,i,i,i,i,-1,-10,i,i
CN(C(=O)COC(=O)c1c2c(nc3ccccc13)/C(=C/c1cccc([N+](=O)[O-])c1)CCC2)C1CCS(=O)(=O)C1 (stereo not drawn),i,-7,i,i,i,i,i,-8,9,i,i
Cc1cccc(N2C(=O)CS/C2=N\NC(=O)c2ccc(Br)cc2)c1C,i,5.6*,i,i,i,i,i,4,4,i,i
Cc1c(Cl)cccc1NC(=O)CCC(=O)NNC(=O)c1ccccc1,i,-6,i,i,i,i,i,0,-4,i,i
CCN1C(=O)/C(=C/c2cccs2)SC1=Nc1ccc(OC)cc1,i,-10,i,i,i,i,i,5,-7,i,i
CCN(CC)C(=O)C(=O)Nc1ccc(OC)c(Cl)c1,i,-9,i,i,i,i,i,-4,-1,i,i
O=C(NCc1ccccc1Cl)C1CCC(CNc2c(N3CCCCC3)c(=O)c2=O)CC1 (stereo not drawn),i,1,i,i,i,i,i,-1,10,i,i
O=S(=O)(NCC1CCCO1)c1cnc(Cl)c(Br)c1 (stereo not drawn),i,-9,i,i,i,i,i,-14,-12,i,i

# Among those listed so far, two contain a CF3 group.
SMILES,KCNK9 inh,hERG rescue,TMEM16A inh,KCNK3 block,KCNQ1 inh,TRPC4 agonist,KCNQ1 pot,DYRK1A inh,HDAC3 inhib,ANO1 activ,TRPC4 PAM
CCc1nc(SCC(=O)Nc2cccc(C(F)(F)F)c2)c2c(=O)n(C)c(=O)n(C)c2n1,i,-9,i,i,i,i,i,6,3,i,i
Cc1ccc(N2C(=O)NC(NC(=O)C3CC3)(C(F)(F)F)C2=O)cc1 (stereo not drawn),i,-13,i,i,i,i,i,-2,1,i,i

# More entries
SMILES,KCNK9 inh,hERG rescue,TMEM16A inh,KCNK3 block,KCNQ1 inh,TRPC4 agonist,KCNQ1 pot,DYRK1A inh,HDAC3 inhib,ANO1 activ,TRPC4 PAM
CCCN1CCN(CCCNC(=O)C(CC)n2nc(C)c3sc4ccccc4c3c2=O)CC1 (stereo not drawn),i,-2,i,i,i,i,i,-1,-1,i,i
Cc1ccc(C(=O)N/C(=C\c2cccs2)C(=O)NC2CCCCC2)cc1,i,-13,i,i,i,i,i,-5,2,i,i
OCCN1CCN(c2nc(NCc3ccco3)c3ccccc3n2)CC1,i,-11,i,i,i,i,i,5,-7,i,i
CCc1sc(C(=O)Nc2ccccc2N2CCOCC2)cc1C,i,-13,i,i,i,i,i,0,0,i,i
CS(=O)(=O)N(CCc1ccccc1)CC(=O)NCc1ccccc1,i,-8,i,i,i,i,i,-4,-1,i,i
O=C(CCc1ccccc1)N/N=C/c1cc(Br)ccc1O,i,-7,i,i,i,i,i,-1,6,i,i
C/C(=N\NC(=O)CC1N=C(Cc2ccccc2)NNC1=O)c1ccc(Br)cc1 (stereo not drawn),i,-8,i,i,i,i,i,-2,4,i,i
